Epigenetic derep: epigenetic control regulation, reporter derepression; murine LDR cells, GFP reporter derepression, 30 h; Potency, µM (series often up to 53.9 µM), inactives show top-dose GFP activation, actives largely listed as activators; 280,000 compounds, 0.2% hits; active = well fitted activation curve with a large enough effect; inconclusive = small, poorly fitted or top-dose-only effect; note: % of control where 0% means no effect; nearly all actives have a fitted effect of over 60% in size
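GFP-positive cell count by laser-scanning cytometry (objects 20–120 um) after 30 h, 37 C compound exposure of murine LDR cells; reporter is CMV-GFP integrated at a silenced locus, inducible by HDAC or DNMT inhibitors.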
The depositor's hits bear a star; ? = inconclusive. Potency is the fitted concentration of half-maximal effect. An excerpt (hit frequency here may not be typical).

SMILES | Epigenetic derep
Cc1ccc(-c2cc(C(F)(F)F)n3nc(C(=O)Nc4ccc(C#N)cc4)cc3n2)cc1 | 0.0%
Cc1ccccc1OCC(=O)Nc1ccc2nc(SCC(=O)N3CCCC3)sc2c1 | -0.8%
CCc1nn2c(=O)cc(COC(=O)CNC(=O)COc3ccc(C)cc3)nc2s1 | 0.0%
Cc1ccc(CNC(=O)c2cn(C)c3ccc(S(=O)(=O)N4CCC(C)CC4)cc3c2=O)cc1 | 7.2%
CCc1nc2ccc(C(=O)NCc3ccc(OC)c(OC)c3)cc2nc1CC | 0.0%
COc1ccc(CCC(=O)NCc2nc3cccnc3n2Cc2cccc(OC)c2)cc1 | 0.0%
Cc1cccc(CN2CCC(CNc3ncnc4onc(-c5ccc(Cl)cc5)c34)CC2)c1 | 1.9%
COc1ccc(OC)c(CNS(=O)(=O)c2ccc3c(c2)CCCN3C(C)=O)c1 | 2.8%
CCOC(=O)N1CCC(NC(=O)c2ccc3c(c2)N(Cc2cccc(C)c2)C(=O)c2ccccc2S3(=O)=O)CC1 | 2.2%
Cc1ccc(CN2C(=O)c3oc4ccc(C)cc4c(=O)c3C2c2ccc(O)cc2)cc1 (centres undefined) | -1.1%
COc1ccc(N(CC(=O)NCCc2ccccc2)S(=O)(=O)c2c(C)nn(C)c2C)cc1 | -1.0%
Cc1cccc(NC(=O)CSc2nnc(CNC(=O)c3c(F)cccc3Cl)o2)c1C | -0.7%
O=C(CS(=O)(=O)c1nc(-c2ccc(Cl)cc2)cn1-c1ccccc1)Nc1cccc(Cl)c1 | -2.5%
CCOc1ccc(NC(=O)N2CCN(C(=O)c3nsc4ccccc34)CC2)cc1 | 13%
COc1ccc(C(=O)Nc2nnc(S(=O)(=O)N(C)c3ccc(C)cc3)s2)cc1 | 0.0%
COc1ccccc1OCc1nc2ccccc2n1Cc1ccccc1 | -0.2%
CCOC(=O)N1CCc2c(sc3c2c(=O)n(Cc2ccccc2)c(=O)n3Cc2ccccc2Cl)C1 | -0.2%
CCOc1ccc(OCC)c(NS(=O)(=O)c2cc(Br)cc3c2N(C(C)=O)C(C)C3)c1 (centres undefined) | -0.9%
CC(C)(C)OC(=O)N1CCC(c2c(C(=O)N3CCC(c4ccccc4)C3)cnn2-c2ccc(Cl)cc2)CC1 (centres undefined) | -1.3%
O=C(c1ccc2c(c1)N(Cc1ccc(Cl)cc1)C(=O)c1ccccc1S2=O)N1CCOCC1 (centres undefined) | -1.1%
CCc1ccc(Sc2cc(C(=O)NCCCN3CCC(C)CC3)c3ccccc3n2)cc1 | 4.3%
CCOc1ccccc1NC(=O)c1c(NCc2ccc(C)o2)sc2c1CCC(C)C2 (centres undefined) | 0.0%
COc1ccc(C(=O)c2cn(Cc3ccc(F)cc3)c3c(F)cc(F)cc3c2=O)cc1 | -1.1%
COc1cccc(CNC(=O)CCc2c(C)c3cc4c(C)coc4cc3oc2=O)c1 | 0.0%
CCn1c(=O)c2cc(C(=O)N(CC(C)C)CC(C)C)sc2c2ccccc21 | -1.1%
Cc1nn2c(=O)cc(COC(=O)c3ccco3)nc2s1 | 0.0%
COc1ccc(-c2cc(C(C)=O)c(C)n2CCC(=O)NCc2ccc(C)cc2)cc1 | -1.1%
Cc1cc2n(n1)CCCN2C(=O)Nc1ccc(F)c(Cl)c1 | 0.0%
Cc1ccc2nc(-c3cccnc3)c(Nc3ccc(C(C)C)cc3)n2c1 | -0.2%
CC(=O)N1CCCc2cc(S(=O)(=O)NCc3ccccc3Cl)ccc21 | 0.0%
Cc1ccc(NC(=O)NCCOCCn2c(=O)oc3ccccc32)cc1C | 3.1%
CCn1c(CC2C(=O)N(C)c3ccccc32)nc2ccccc2c1=O (centres undefined) | -1.1%
CC(C)COc1ccc(C(=O)Nc2scc(-c3ccc(Br)cc3)c2C(=O)OC(C)C)cc1 | -1.6%
CCOCCCn1c(=N)c(C(=O)NC2CCCC2)cc2c(=O)n3cccc(C)c3nc21 | -2.1%
CCc1ccccc1NC(=O)c1cc(S(=O)(=O)N2CCCC2)cn1C | 0.0%
CC(=O)c1cccc(NC(=O)C2CCN(C(=O)c3cnn(-c4ccccc4)c3-n3cccc3)CC2)c1 | 4.1%
O=C(CSc1cn(CC(=O)N2CCCCC2)c2ccccc12)NCc1ccccc1 | 2.1%
Cc1ccc(C)c(N2CCN(CCCNc3ncnc4onc(-c5ccc(Cl)cc5)c34)CC2)c1 | -1.3%
O=S(=O)(Nc1ccc(OC(F)(F)F)cc1)c1ccc(N2CCCCS2(=O)=O)cc1 | -4.1%
COc1ccc(-c2cc(C(=O)Nc3cc(C)ccc3O)no2)cc1OC | -1.8%
Cc1ccc(-c2c3c(=O)n(C)c(=O)n(C)c3c3c(-c4cccc(C)c4)nc4ccccc4n23)cc1 | 0.0%
CCOC(=O)c1ccc(-n2c(CCC(=O)O)ccc2-c2ccccc2)cc1 | 0.5%
O=c1n(Cc2ccc(F)cc2)nc2n1-c1cc(Cl)ccc1OC2 | 5.1%
COc1ccc(F)cc1S(=O)(=O)NCCc1c(C)[nH]c2c(Cl)cccc12 | 2.0%
O=S(=O)(Nc1cccc(-c2ccc(N3CCCCCC3)nn2)c1)c1ccccc1 | -1.7%
Cc1cccc(CNC(=O)Cn2ccc3cc(S(=O)(=O)N4CCCCCC4)ccc32)c1 | -2.8%
Cc1c(NC(=O)c2cc(=O)c3cc(Cl)ccc3o2)c(=O)n(-c2ccccc2)n1C | 0.0%
Cc1ccc(-n2ncc(C(=O)NC3CCN(Cc4ccccc4)CC3)c2C2CCN(C(=O)OC(C)(C)C)CC2)cc1C | -1.3%
CC(C)(C)c1ccc(CSc2nc3c(c(=O)[nH]2)CCCC3)cc1 | 3.0%
O=c1cc(-c2ccc(F)cc2)nc(SCc2nc(-c3ccccc3Cl)no2)[nH]1 | 0.7%
Cc1ccc(S(=O)(=O)Cc2nc(-c3ccc(C(=O)NCc4ccccc4)cc3)oc2C)cc1 | 2.2%
CCOc1ccc(-c2cc3c(=O)n(Cc4nc(-c5ccc(OC(C)C)cc5)oc4C)ccn3n2)cc1Cl | -0.8%
Cc1c(Cl)cccc1-n1c(CCC(=O)O)ccc1-c1cccs1 | 0.3%
Cc1nn(CC(=O)N2CCN(c3ccccc3F)CC2)c(=O)c2cccn12 | 0.5%
CCS(=O)(=O)c1nc(S(=O)(=O)c2ccc(C)cc2)c(NCc2ccc(Cl)cc2)s1 | 0.0%
Cc1ccccc1-c1noc(-c2ccc(NCc3ccco3)c([N+](=O)[O-])c2)n1 | -4.5%
CC(C)(C)C(=O)Nc1ccc(Cl)c(-c2nc3ccccc3[nH]2)c1 | -2.2%
COc1ccc(CNC(=O)C(CC(C)C)N2Cc3ccccc3C2=O)cc1 (centres undefined) | -1.2%
Cc1cc(C)n2c(Nc3ccc(Cl)cc3)c(-c3ccsc3)nc2n1 | 0.2%
CCc1ccc(NCc2cc3ccc(OC)cc3n(CC(=O)Nc3ccccc3OC)c2=O)cc1 | -1.0%
The listing continues.
SMILES | Epigenetic derep
CC(=O)c1ccc(NC(=O)CC2Nc3cc(C)c(C)cc3NC2=O)cc1 (centres undefined) | ?
Cc1ccc(N2CCN(S(=O)(=O)c3c(C)[nH]c(=O)[nH]c3=O)CC2C)cc1 (centres undefined) | -1.1%
CCCC(C(=O)Nc1cc(C)c(Cl)cc1OC)N1Cc2ccccc2C1=O (centres undefined) | -1.2%
O=C(c1ccc2c(c1)N(Cc1ccccc1)C(=O)c1ccccc1S2(=O)=O)N1CCC(Cc2ccccc2)CC1 | -1.1%
CC(=O)N1CCc2c(sc3c2c(=O)n(-c2ccccc2)c(=O)n3CC(=O)Nc2ccccc2C)C1 | 11%
Cc1c(NC(=O)c2ccc(N3CCC(C)CC3)c([N+](=O)[O-])c2)cccc1-c1nc2ccccc2o1 | -1.1%
O=C(Nc1ccc(C(=O)OCc2cc(=O)n3c4c(sc3n2)CCCC4)cc1)c1ccc(Cl)cc1 | -1.2%
Cc1nc(N2C(=O)c3oc4ccccc4c(=O)c3C2c2cccc(OCCC(C)C)c2)sc1C (centres undefined) | 0.1%
COc1ccc(CCC(=O)NC2CC(=O)N(c3ccc(OC)cc3)C2)cc1 (centres undefined) | 2.9%
COc1ccc(NC(=O)CSc2nccn2Cc2ccco2)cc1OC | 1.4%
Cc1nn(CCCC(=O)Nc2ccccc2C(F)(F)F)c(=O)c2nn(-c3ccccc3)c(C)c12 | 0.9%
CCc1ccc(NC(=O)Cn2nnc(C(=O)Nc3cc(C)ccc3OC)c2N)cc1 | 3.8%
CCc1ccc(N(CC)C(=O)CCn2cnc3onc(-c4ccc(F)cc4)c3c2=O)cc1 | -1.3%
CSc1ccc(CNC(=O)CCn2c(=O)c3cccn3c3ccc(F)cc32)cc1 | 0.0%
Cn1c(=O)c2c(nc(N3CCOCC3)n2Cc2ccccc2)n(C)c1=O | 1.3%
COCCNC(=O)C(=O)Nc1c2c(nn1-c1ccccc1)CS(=O)(=O)C2 | 4.2%
CCOc1ccc(C(c2c(O)cc(C)n(CCOC)c2=O)N2CCN(c3ccccc3)CC2)cc1 (centres undefined) | 2.4%
Cc1cc(C)c(Cn2c3ccccc3c3cnn(CC(=O)NCc4cccs4)c(=O)c32)c(C)c1 | ?
COc1ccc(NC(=O)CN(Cc2ccccc2)S(=O)(=O)c2ccc3nc(C)sc3c2)cc1 | -1.6%
COc1ccc(NC(=O)C2CCN(S(=O)(=O)c3ccc4c(c3)CCCC(=O)N4)CC2)cc1Cl | -1.3%

Single entries from the list:
`COc1ccc(NC(=O)CSc2nccn2Cc2ccco2)cc1OC` – Epigenetic derep = 1.4%
`CC(=O)N1CCc2c(sc3c2c(=O)n(-c2ccccc2)c(=O)n3CC(=O)Nc2ccccc2C)C1` – Epigenetic derep = 11%
`COCCNC(=O)C(=O)Nc1c2c(nn1-c1ccccc1)CS(=O)(=O)C2` – Epigenetic derep = 4.2%
`Cc1nc(N2C(=O)c3oc4ccccc4c(=O)c3C2c2cccc(OCCC(C)C)c2)sc1C` (centres undefined) – Epigenetic derep = 0.1%
`CCCC(C(=O)Nc1cc(C)c(Cl)cc1OC)N1Cc2ccccc2C1=O` (centres undefined) – Epigenetic derep = -1.2%

Compounds shown so far that have a CF3 group:
SMILES | Epigenetic derep
Cc1ccc(-c2cc(C(F)(F)F)n3nc(C(=O)Nc4ccc(C#N)cc4)cc3n2)cc1 | 0.0%
O=S(=O)(Nc1ccc(OC(F)(F)F)cc1)c1ccc(N2CCCCS2(=O)=O)cc1 | -4.1%
Cc1nn(CCCC(=O)Nc2ccccc2C(F)(F)F)c(=O)c2nn(-c3ccccc3)c(C)c12 | 0.9%

Going on with the list.
SMILES | Epigenetic derep
Cc1cc(C)cc(NC(=O)CSc2oc(-c3cccs3)nc2S(=O)(=O)c2ccc(Br)cc2)c1 | 0.0%
CCc1ccccc1N1C(=O)N(Cc2ccc(C#N)cc2)c2ccccc2S1(=O)=O | -1.3%
CCCCOC(=O)c1ccc(NC(=O)C2(c3cccs3)CCOCC2)cc1 | 0.9%
CC(C)(C)C(=O)Nc1ccc2nc(SCC(=O)N3CCc4ccccc43)sc2c1 | 5.9%
CNC(=O)COc1ccc(Nc2nnc(-c3ccc(C)c(S(=O)(=O)NC(C)(C)C)c3)c3ccccc23)cc1 | -0.8%
COc1ccc(-c2noc(N3CCC(C(=O)N4CCN(c5ccccc5F)CC4)CC3)n2)cc1 | 6.0%
CCC(=O)N1CCc2cc(CNC(=O)Nc3ccccc3Cl)ccc21 | 0.0%
CC1=C(C(=O)Nc2cccnc2)C(c2ccccc2Cl)n2nc(-c3ccccc3)nc2N1 (centres undefined) | -0.1%
O=C(NCCCN1CCCCCC1)c1ccc2c(c1)sc1nc(-c3ccccc3)cn12 | 0.8%
O=C(CCSCc1ccc(Cl)cc1)N1CCN(c2ccccc2F)CC1 | 1.3%
CCC(=O)N1CCc2cc(Br)cc(S(=O)(=O)CCC(=O)Nc3ccc(CC)cc3)c21 | -1.1%
Cc1ccc(Nc2nc3ccccc3nc2-n2nc(C)cc2C)c(Cl)c1 | 0.3%
CCN(Cc1ccccc1)C(=O)C(CC(C)C)NS(=O)(=O)c1ccc2c(c1)CCN2C(C)=O (centres undefined) | 2.3%
CC(C)Nc1nc2c(-c3cccc(Br)c3)nnn2c2ccccc12 | 3.3%
NC(=O)C1CCN(c2csc3ccc(F)cc3c2=O)CC1 | -1.7%
CC(=O)c1ccc(NS(=O)(=O)c2cnc(N)nc2)cc1 | 1.4%
Cc1cccc(NC(=O)Cn2ncc3c4ccccc4n(Cc4ccccc4)c3c2=O)c1C | -4.0%
COc1ccccc1NC(=O)C1CCC(CNS(=O)(=O)c2ccc3c(c2)CC(C)N3C(C)=O)CC1 (centres undefined) | -0.1%
COc1cccc(CNC(=O)c2nn(C)c3c2CSc2ccccc2-3)c1 | -3.6%
COc1ccc(-c2noc(CC(=O)N(C)c3ccccc3F)n2)cc1 | -1.4%

The final 2 compounds of the section above open the next one:
SMILES | Epigenetic derep
COc1cccc(CNC(=O)c2nn(C)c3c2CSc2ccccc2-3)c1 | -3.6%
COc1ccc(-c2noc(CC(=O)N(C)c3ccccc3F)n2)cc1 | -1.4%
Cc1ccc(C(=O)Nc2c(C(=O)NC(C)(C)C)oc3ccccc23)cc1 | 1.3%
CCOC(=O)c1cc(OC(=O)c2cccc(Cl)c2)n(-c2ccccc2)n1 | 1.0%
O=C(CN1C(=O)CSc2ccc(S(=O)(=O)N3CCCC3)cc21)NCc1ccc(Cl)cc1 | 0.3%
COc1ccc(N2CCN(Cc3nc4c(c(=O)n(C)c(=O)n4C)n3C(C)C)CC2)cc1 | 3.2%
COc1ccccc1C(=O)Nc1ccc(-c2nc3ccccc3s2)c(C)c1 | 2.1%
CCN(CC)S(=O)(=O)c1ccc2c(c1)c(=O)c(C(=O)NCc1ccccc1)cn2C | -2.4%
Cc1cc(NC(=O)c2ccc(Cl)c(Cl)c2)ccc1-c1cc2ccccc2oc1=O | -0.8%
Cc1ccc(NC(=O)C2CCCN(c3ncnc4onc(-c5ccc(F)cc5)c34)C2)c(Cl)c1 (centres undefined) | -1.3%

Source: PubChem
